Casp6 inh: human caspase-6 inhibitors, primary screen, biochemical, VEID-R110 fluorescence, single point, set 2; purified caspase-6, Z-VEID-R110 cleavage fluorescence; actives 0.53% (n = 350,000); inhibition, % at 12.5 µM;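 active = mean inhibition across replicates at least about 35%, with every replicate also reaching that limit, limit read from the data; inconclusive = only one of the two criteria met; inactive = neither criterion met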;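 note: 0% = median of neutral control wells and 100% = no fluorescence left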
Target sequence (P55212 24-179 limits assumed): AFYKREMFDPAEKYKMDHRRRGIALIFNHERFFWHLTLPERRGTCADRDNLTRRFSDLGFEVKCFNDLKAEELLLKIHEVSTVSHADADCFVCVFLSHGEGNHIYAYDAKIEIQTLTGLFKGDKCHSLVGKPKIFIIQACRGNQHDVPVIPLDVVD
Target sequence (P55212 194-293 limits assumed): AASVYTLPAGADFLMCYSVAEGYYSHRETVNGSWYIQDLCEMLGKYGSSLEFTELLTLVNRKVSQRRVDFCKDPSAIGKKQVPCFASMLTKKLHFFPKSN
PGC1a acetyl inh: inhibitors of PGC1a acetylation signal, primary screen, cell-based, U2OS, AlphaScreen, inhibitor mode; AlphaScreen anti-acetyl-lysine; with virally co-expressed GCN5 acetyltransferase; inhibition, % at 15.6 µM; actives 0.17% (n = 350,000); AID 651687, 2012;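 active = every replicate shows inhibition of at least 40%; inconclusive = mean inhibition at least 40% but some replicate below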;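 note: 0% = neutral control wells and 100% = positive control wells; some results beyond the cut were filed as inactive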
Cneo AK release: Cryptococcus neoformans cell lysis inducers, primary screen, AK release luminescence, single concentration | C. neoformans lysis, adenylate kinase release luminescence, 4 h; normalised: neutral wells 0, clomiphene wells 100 | lysis activity, % at 15 µM | actives 0.2% (n = 360,000);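 active = mean lysis activity across replicates of at least 80%, whatever share of replicates individually reach that level; inactive = mean lysis activity below 80%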
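Test system: log-phase Cryptococcus neoformans yeast cells; Quantity: yeast cell density of 5 × 10^6 cells/mL; Buffer or medium: YPD; Doses: single compound concentration per well; Timing: 4 h at 37 °C static, read 1 h later; Measured by: AK luminescence; Read-out basis: lysis from increased AK signal; Control set: Clomiphene as positive control.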
FN deposit inh: inhibitors of fibronectin matrix deposition, primary screen, AH1F cells, Alexa488-fibronectin fluorescence, plate reader. AH1F fibroblasts, overnight. inhibition, % at 12.6 µM. actives 0.086% (n = 350,000). AID 743247, 2014;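 active = mean inhibition across replicates of 30% or more, regardless of how many single replicates reach that level; inconclusive = mean under 30% yet at least half of replicates reach 30%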;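 note: positive control wells lacked labelled fibronectin entirely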
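Test system: AH1F fibroblast monolayer depositing Alexa488-labelled fibronectin into matrix. Input: 10000 cells per well. Technique: fluorescence, ex 485 nm, em 525 nm. Buffer or medium: DMEM plus 2% serum, read in PBS. Timing: 1 h cell adhesion before compound, then overnight fibronectin incubation. Compound: single dose, pinned. Read-out basis: inhibition from reduced deposited-fibronectin fluorescence.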
LGR2 antag: inhibitors of bursicon-induced LGR2 CRE-luciferase signal, primary screen, cell-based, HEK293, CRE-luciferase reporter, bursicon stimulation; bursicon-stimulated, 4 h; actives 0.35% (n = 380,000); Drosophila bursicon receptor LGR2 (rickets); inhibition, % at 9.99 µM; AID 720647, 2013;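 active = drop in luminescence signal, shown as inhibition above about 50% in the replicate tests, limit read from the data, passing the limit was not always enough; inconclusive = probably only some replicates passing the limit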;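 note: agonist challenge used bursicon conditioned medium at about half maximal strength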
miR-122 sensor: miR-122 Renilla sensor signal increase in Huh7, primary screen, miR-122 inhibitor project, cell-based, single point, plate reader | Huh7 miR-122 Renilla luciferase sensor, 48 h; neutral wells = 0, positive control = 100 | activation (reporter increase), % at 12.5 µM | actives 0.3% (n = 340,000) | AID 602342, 2012;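 active = mean replicate activation score at least 90 and every replicate individually at or above 90; inconclusive = only one of the two criteria met; inactive = neither criterion met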;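 note: higher luciferase means less miR-122 activity so hits act as miR-122 inhibitors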
PAX8 reporter: inhibitors of PAX8-driven TPO luciferase reporter, primary screen, RMG-I cells, single concentration | AID 652154, 2013 | actives 1.2% (n = 360,000) | SteadyGlo, 24 h | inhibition, % at 12.6 µM;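 active = mean replicate inhibition at least 60% with every replicate also reaching 60%; inconclusive = only one of the two criteria is met; inactive = mean below 60% and not all replicates reaching 60%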;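 note: luciferase light reporting Pax8 driven TPO promoter activity; plate controls were median of neutral control wells for no effect and mitoxantrone controls for full effect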
EWS-Fli block: EWS/Fli-driven NR0B1 reporter inhibitors, primary screen, A673 cells, NR0B1 luciferase, luminescence, MLPCN library; viability-normalised; inhibition, % at 12.6 µM; actives 0.67% (n = 350,000); AID 651661, 2012;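 active = mean inhibition of at least 50% after viability correction, with every replicate also passing that limit; inconclusive = mean reaches 50% but only one of two replicates passes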;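 note: firefly luciferase signal divided by Alamar Blue viability fluorescence both relative to DMSO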
Starred values were filed as active, the others as inactive; ? = inconclusive; / = not tested or not shown; [ ] = remark or other dose.

| SMILES | Casp6 inh | PGC1a acetyl inh | Cneo AK release | FN deposit inh | LGR2 antag | miR-122 sensor | PAX8 reporter | EWS-Fli block |
| --- | --- | --- | --- | --- | --- | --- | --- | --- |
| COc1ccc(F)cc1C(=O)C1CCCN(C(=O)C2=C(C)OCCO2)C1 (configuration not stated) | 3.9 | / | / | 8.6 | -1.5 | / | 4.7 | 2.4 |
| C[C@H](NC(=O)C[C@@H]1CC[C@H]2[C@@H](COC[C@@H](O)CN2C(=O)Nc2cccc(F)c2)O1)c1ccccc1 | 0.7 | 2.3 | -2.3 | -5.7 | -8.0 | 1.5[16.7 µM] | -20.0 | -27.0 |
| COc1cc2c(cc1OC)C(C)N(C(=O)c1cc3c(s1)-c1ccccc1OC3)CC2 (configuration not stated) | -0.6 | 3.0 | 0.4 | -9.1 | -4.0 | 1.2 | -7.7 | -4.2 |
| COc1ccc2c(c1OC)C(=O)N(c1ccccc1)C2=O | 0.1 | -3.5 | / | -1.6 | 1.3 | -2.8 | -39.7 | -10.9 |
| CCCCNC(=O)c1cc2cc(OC)ccc2[nH]1 | 1.5 | -1.9 | 0.5 | 2.2 | -41.0 | -5.3 | 31.2 | -26.3 |
| CC(C)C(=O)OCC(=O)Nc1ccc(N=Nc2ccccc2)cc1 | 3.3 | 5.6 | -0.6 | 0.2 | -6.0 | 0.5 | 33.6 | -106.2 |
| CCOC(=O)c1ccc(NC(=O)CCC2COc3ccccc3O2)cc1 (configuration not stated) | -0.2 | -9.4 | -1.3 | 0.5 | -9.2 | 0.2 | / | / |
| CC(C)(C)OC(=O)C[C@@H]1C/C=C\C[C@@H](CC(=O)N[C@H](CO)Cc2ccccc2)C(=O)N2CCC[C@H]2COC1=O | -2.3 | 14.3 | 5.7 | -0.2 | 12.2 | 4.5 | -6.4 | -1.7 |
| Cc1cc(C(=O)Nc2cccc3c2O[C@H](CN(C)Cc2ccc(Cl)c(Cl)c2)[C@@H](C)CN([C@@H](C)CO)C3=O)n(C)n1 | -3.7 | 3.9 | 52.0 | 15.1 | 9.7 | 6.9[16.7 µM] | 31.4 | 0.5 |
| Cc1cccc(OCC(=O)Nc2ccc(S(=O)(=O)Nc3onc(C)c3C)cc2)c1C | 3.1 | / | 0.1 | 0.1 | 11.3 | -4.7 | 12.9 | 1.0 |
| COc1ccccc1CCNC(=O)C(=O)NCC1OCCN1S(=O)(=O)c1ccc([N+](=O)[O-])cc1 (configuration not stated) | -1.0 | -9.6 | 6.1 | 5.5 | -10.7 | -9.9 | 35.3 | -0.6 |
| Cc1ccccc1OCCC(=O)N1CCN(S(=O)(=O)c2ccc(Br)cc2)CC1 | -1.2 | -10.2 | -0.8 | / | 15.0 | -4.9 | 14.3 | 2.8 |
| N#Cc1ccc(OCC(=O)N/N=C/C2CC=CCC2)cc1 (configuration not stated) | 2.4 | 2.9 | / | -2.4 | 0.6 | / | 0.8 | -0.4 |
| NS(=O)(=O)c1ccc(NC(=O)COC(=O)COc2ccccc2)cc1 | 1.6 | / | / | -3.4 | -22.4 | / | 2.9 | 2.6 |
| O=C(COC(=O)c1ccc(Cl)c(S(=O)(=O)N2CCCCC2)c1)NCC1CCCO1 (configuration not stated) | 1.1 | 11.2 | / | -1.5 | -0.6 | / | 4.5 | 10.7 |
| COc1ccc(-c2cc(-c3ccc(N)cc3)nc(N)c2C#N)cc1OC | 0.4 | -5.6 | / | / | 10.4 | / | 3.1 | 12.3 |
| CCC(=O)Nc1ccc2c(c1)N(C(C)=O)c1ccccc1CC2 | 0.5 | / | -0.3 | -3.6 | 12.1 | -1.7 | -15.1 | 16.1 |
| Cc1sc2ncnc(NCC(c3ccccc3)N(C)C)c2c1C (configuration not stated) | 0.1 | -5.7 | 0.0 | -0.6 | -8.8 | -1.0 | 3.2 | 17.8 |
| CC(C)c1ccccc1NC(=O)c1cccc(NC(=O)c2ccccc2)c1 | / | -23.9 | -0.1 | 2.0 | / | -7.3 | 6.2 | / |
| Cc1cc2nccc(-c3ccc(F)cc3)n2n1 | 0.3 | 5.9 | -3.4 | 6.1 | -5.0 | -4.1 | -0.9 | 2.8 |
| O=c1c2ccccc2nc(/C=C/c2ccc(Br)cc2)n1CCCO | / | / | -0.6 | -8.3 | -54.2 | / | -3.5 | -17.7 |
| C=CCNc1nnc(SC2CC(=O)N(c3ccc(OC)cc3)C2=O)s1 (configuration not stated) | / | -74.6 | -12.1 | -13.8 | -16.7 | 2.0 | / | / |
| Cc1ccc(C)c(NC(=O)CSc2nnc(-c3n[nH]c4ccccc34)o2)c1 | / | / | -0.7 | 7.1 | 4.9 | 7.9 | -7.4 | / |
| CSc1ccc(CNC(=O)C2(C)CCCN2CC(C)C)cc1 (configuration not stated) | -5.7 | 7.5 | 2.3 | 14.1 | -1.8 | 3.4 | 9.5 | -7.3 |
| COCCNC(=O)/C(C#N)=C/c1cc(C)n(C2CCCCC2)c1C | -1.1 | / | / | 2.7 | -32.5 | / | -152.2 | -19.2 |
| CCOc1ccc2oc(C(=O)NC(C)(C)CC)c(C)c2c1 | 8.7 | / | 1.3 | -3.3 | -87.1 | -19.9 | -129.6 | -61.9 |
| Cc1ccc(S(=O)(=O)N[C@H]2C=C[C@@H](CC(=O)O)O[C@@H]2CO)cc1 | 0.6 | -6.5 | -1.4 | / | 0.5 | / | 3.5 | 1.2 |
| CCOC(=O)Cn1c(=O)oc2cc(S(=O)(=O)N(C)Cc3ccco3)ccc21 | 5.4 | 6.3 | -0.6 | 2.4 | -10.6 | -4.5 | -3.7 | -2.4 |
| CC1=NN(C(=O)COc2cc(C)ccc2C(C)C)C(O)(c2ccccc2)C1 (configuration not stated) | -0.8 | / | / | -7.6 | -7.2 | / | 1.6 | -1.2 |
| CCOC(=O)C(=O)Nc1nnc(Cc2ccc(OC)c(OC)c2)s1 | / | -0.4 | -1.4 | / | -0.9 | -6.6 | / | / |
| COc1ccc(OC)c(S(=O)(=O)N2CCN(CC(O)COc3ccc(C#N)cc3)CC2)c1 (configuration not stated) | -2.7 | / | 12.2 | 2.0 | 9.2 | 4.3 | 0.3 | 10.7 |
| O=C(Nc1nc(-c2cccnc2)cs1)c1ccc([N+](=O)[O-])cc1 | 2.1 | -3.4 | 1.4 | -11.4 | 7.6 | 0.3 | -42.5 | -35.4 |
| COCCNC(=O)C1(C)Cc2c(-c3ccc(NC(C)=O)cc3)ccnc2O1 (configuration not stated) | 1.4 | -0.6 | 1.1 | -7.2 | -13.3 | 1.4 | 12.4 | -10.5 |
| CC(NC(=O)COc1ccc(/C=N/NC(=O)CO)cc1)c1ccccc1 (configuration not stated) | 1.7 | / | 2.4 | 2.2 | 10.0 | 5.3 | 7.4 | 7.7 |
| Cc1nc(N2CCOCC2)[nH]c(=O)c1C(O)C(Cl)(Cl)Cl (configuration not stated) | -0.1 | 12.7 | -0.1 | -4.6 | -1.6 | -16.0 | -6.2 | -3.4 |
| C[C@@H]1CN([C@@H](C)CO)C(=O)c2cc(N(C)C)ccc2O[C@H]1CN(C)Cc1ccc(C(=O)Nc2ccccc2N)cc1 | -0.3 | 3.1 | 0.4 | -13.3 | 8.9 | ? | -21.1 | 63.3* |
| COCC(=O)N1CCC2CC1c1c(-c3ccc(C(F)(F)F)cc3)cccc12 (configuration not stated) | 0.5 | -6.1 | -0.1 | / | -4.8 | -0.4 | 8.6 | -6.5 |
| CCCC(=O)N(c1ccccc1)C1C=CS(=O)(=O)C1 (configuration not stated) | 3.1 | / | / | / | 1.0 | / | -3.1 | 5.8 |
| COCCCNC(=O)c1cc(C(=O)c2ccccc2Br)c[nH]1 | 0.7 | 0.0 | / | -7.9 | 21.1 | 4.2 | 17.4 | 0.0 |
| Cc1ccccc1-c1ccc2c(c1)O[C@H](CN(C)C)[C@@H](C)CN([C@@H](C)CO)S2(=O)=O | 4.1 | -15.6 | -28.7 | 6.0 | -2.1 | -0.7[16.7 µM] | / | 15.1 |
| O=C1c2ccccc2C(=O)N1CCC#C/C=C1\c2ccccc2C(=O)N1c1ccccc1 | 1.8 | -15.6 | 1.1 | -2.8 | -6.3 | -1.7 | 8.5 | 2.3 |
| OC[C@H]1[C@H](c2ccc(-c3cccc(F)c3)cc2)[C@@H]2CN(Cc3cncnc3)CCCCN12 | -2.5 | -0.7 | -1.1 | -2.9 | 15.0 | 2.2[16.7 µM] | -8.4 | -8.1 |
| Cc1ccnc(NC(=O)CC(NC(=O)c2ccccc2Cl)c2ccccc2)c1 (configuration not stated) | 0.6 | / | -0.9 | -2.9 | -39.3 | / | -30.9 | -87.4 |
| Cc1[nH]n(-c2ccccc2)c(=O)c1/C=N/NC(=O)c1cccc(F)c1 | / | / | -2.6 | 6.3 | -5.3 | / | 5.6 | -17.4 |
| CCOC(=O)c1cc(-c2ccccc2)sc1NC(=O)COC(=O)c1cccc(S(N)(=O)=O)c1 | 1.0 | / | / | 3.7 | 45.7 | / | 13.2 | 15.0 |
| COc1ccc(NC(=O)CN2CCN(C3c4ccccc4-c4ccccc43)CC2)cc1 | / | -7.7 | 2.0 | 2.5 | / | 4.3 | / | / |
| C[C@H](CO)N1C[C@H](C)[C@H](CN(C)C(=O)c2ccccc2)Oc2cc(C#C[C@@H](C)O)ccc2S1(=O)=O | 0.3 | -12.1 | 11.1 | -5.3 | -1.3 | 2.7[16.7 µM] | / | 1.6 |
| CC(C)C[C@@H](CN1CCC[C@@H]1CN1C(=O)C(=O)NC[C@@H]1Cc1ccccc1)N1C[C@H](Cc2ccccc2)N(CC2CCCCC2)C(=O)C1=O | 1.9 | / | / | -5.6 | 5.8 | / | 3.8 | 11.7 |
| CCCNC(=O)c1c(CSc2ccccc2)noc1C(=O)NCc1ccccc1 | -3.2 | -6.8 | 0.2 | -6.8 | 15.7 | -2.1 | 9.5 | 16.5 |
| COc1ccc(S(=O)(=O)NCC(c2ccco2)N2CCc3ccccc32)cc1 (configuration not stated) | 4.1 | / | / | -8.0 | 11.8 | / | 9.9 | -0.8 |
| CCOC(=O)C(NC(=O)CC)(Nc1ccc(S(=O)(=O)Nc2onc(C)c2C)cc1)C(F)(F)F (configuration not stated) | 4.2 | 15.9 | 1.1 | / | 5.1 | 5.0 | / | / |
| Nc1ccccc1C(=O)/C=C/c1ccc2c(c1)OCO2 | 0.9 | / | -3.0 | 2.6 | -13.4 | / | -17.7 | -97.8 |
| CCCOC(=O)Cc1c(O)c2ccccc2[nH]c1=O | / | -4.6 | 1.9 | / | 0.2 | -4.5 | / | / |

Rows are unselected; any-hit rate near 2.5%.
